# p53ts 39C tox: qHTS Screen for Compounds that Selectively Target Cancer Cells with p53 Mutations: Cytotoxicity of p53ts Cells at the Nonpermissive Temperature; H1299-p53A138V viability at 39C, ATP luminescence, 24 h; Potency, µM (series often up to 46.1 µM), for inactives: top-dose activity change, negative = cell killing, hits mostly cytotoxic; 130,000 compounds, 1.5% hits; AID 902, 2007; also: nearly all actives have a fitted effect of over 55% in size
# Peg3 imprint: qHTS Assay for Compounds that Induce Erasure of Genomic Imprints | mouse ES Peg3-LacZ reporter, beta-gal luminescence, 40 h | Potency, µM (highest dose often 60.7 µM), without a hit: at the highest dose activity change, positive = activation, hits mostly activators | 110,000 compounds, 0.02% hits;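 also: 0% = negative control wells on the plate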
#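 Gelatin-coated wells received 300 freshly trypsinized female ES cells with a Peg3LacZ-Neo reporter on the maternal allele, then incubated 40 hours at 37C. BetaGlo was added for 5 minutes at room temperature before a single luminescence read.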
# p53ts 32C kill: qHTS Screen for Compounds that Selectively Target Cancer Cells with p53 Mutations: Cytotoxicity of p53ts Cells at the Permissive Temperature | Potency, µM (series often up to 46.1 µM), for the others: at the top dose activity change, negative = cytotoxicity, hits mostly cytotoxic | AID 924, 2007 | 130,000 compounds, 0.93% hits | H1299-p53A138V at 32C, ATP luminescence viability, 24 h;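 also: 0% = DMSO and -100% = full killing by reference compound; nearly all actives have a fitted effect of over 55% in size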
#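 Cells: H1299 p53ts (A138V), 600/well, pre-incubated 16–30 h at 37C. Cpd up to 46 uM, 24 h, 32C. Readout: ATPlite luminescence, 20 min RT. Normalization: DMSO vs tamoxifen 100 uM. AC50 by Hill equation.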
# IkB signaling: IkB Signaling | 110,000 compounds, 0.04% hits | Potency, µM (doses to about 57.1 µM), for the others: at the top dose IkBa stabilization activation | ABC-DLBCL IkBa-CBG/CBR dual luciferase ratio, 4 h; response scale: scaled: untreated 0%, proteasome inhibitor 100% | AID 445, 2006; active = well fitted curve in the direction sought with a large enough effect in the signal ratio, not every such curve was filed as active; inconclusive = small, poorly fitted or top-dose-only effect, or a change in a side signal; the % refers to the signal ratio;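 also: the direction sought is a rising ratio; 0% = basal untreated cells and 100% = reference inhibitor full response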
#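 Luminescence ratio of IκBα-fused green versus native red beetle luciferase in OCI-Ly3 cells, 4 h post-doxycycline with compound; red signal alone, scaled from basal (0%) to zero light (-100%), flagged nonspecific or cytotoxic effects.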
# Numbers without * were called inactive; ? = inconclusive; nt = no result given; [ ] = remark or other dose. Unless noted, calls follow the shape of the dose curve; as a rule, active = well fitted curve in the direction sought with a large enough effect; inconclusive = small, poorly fitted or top-dose-only effect, or another doubt; inactive = no such curve, though single readings can be large; an effect the other way counts as inactive or inconclusive. Unless noted, % is scaled to controls: 0 for no effect and ±100 for the full control effect; potency is read from the fitted curve at half-maximal effect. No enrichment for hits; overall some 1.7% were active at least once.
1: Cc1cc2c(cc1S(=O)(=O)Nc1cccc(C(F)(F)F)c1)OCCN2C
2: COc1ccc(Nc2ncc3c(n2)CCN(Cc2sccc2C)C3)c(OC)c1
3: COCCNc1ncnc2c1cnn2Cc1ccc(Cl)cc1
4: O=C1C2=C(Nc3ccccc3SC2c2ccco2)c2ccccc21 (stereo unspecified)
5: CCc1ccc(-c2nn(CC(=O)NC3CCCC3)c3c2cnc2ccc(F)cc23)cc1
6: O=C(c1cc2nc(-c3ccco3)cc(C(F)(F)F)n2n1)N1CCCCCC1

screen / no.	1	2	3	4	5	6
Peg3 imprint	-8%[10.9 µM]	-9%[10.9 µM]	?	-12%	-5%[10.9 µM]	-18%
p53ts 32C kill	6%	3%	-3%	18%	-1%	-13%
p53ts 39C tox	0%	-25%	3%	38%[activator]	1%	-18%
IkB signaling	?	?	-3.7%	?	-2.3%	-2.0%

7: CC(C)(O)C#Cc1ccc(C(=O)NCc2cccs2)s1
8: COc1ccc(N2C(=O)CSC23C(=O)N(C)c2ccccc23)cc1Cl (stereo unspecified)
9: COc1ccc(-n2c(SCC(=O)NCc3ccc(Cl)cc3)nc3ccsc3c2=O)cc1
10: Cc1cccc(C)c1Nc1c(-c2ccccn2)nc2ccc(Cl)cn12
11: CCN(CC)C(=O)COc1ccc2oc(C)c(C(=O)OC)c2c1
12: CC1=CC(=O)C2C(C)(C)CCC[C@@]2(C)[C@@]1(O)CCc1ccoc1 (stereo partly specified)

screen / no.	7	8	9	10	11	12
Peg3 imprint	-17%	13%[10.9 µM]	19%[10.9 µM]	-6%[10.9 µM]	-15%	-5%
p53ts 32C kill	1%	-1%	12%	16%	7%	-3%
p53ts 39C tox	-13%	-5%	-14%	-9%	-6%	-17%
IkB signaling	-0.4%	-0.7%	0.6%	?	-0.1%	nt

# Complete entries from above. Values in the order: Peg3 imprint, p53ts 32C kill, p53ts 39C tox, IkB signaling
# Profile of CC1=CC(=O)C2C(C)(C)CCC[C@@]2(C)[C@@]1(O)CCc1ccoc1 (stereo partly specified) = -5%, -3%, -17%, nt
# Profile of COc1ccc(-n2c(SCC(=O)NCc3ccc(Cl)cc3)nc3ccsc3c2=O)cc1 = 19%[10.9 µM], 12%, -14%, 0.6%
# Profile of CC(C)(O)C#Cc1ccc(C(=O)NCc2cccs2)s1 = -17%, 1%, -13%, -0.4%
# Profile of Cc1cccc(C)c1Nc1c(-c2ccccn2)nc2ccc(Cl)cn12 = -6%[10.9 µM], 16%, -9%, ?

# The listing continues.
13: CCOC(=O)N/N=C(\C)c1ccc(C)c([N+](=O)[O-])c1
14: CC(C)(C)c1cc(O)c(C(C)(C)C)cc1O
15: Cc1cccc(-n2c(-c3ccco3)nc3c(cnn3-c3ccccc3C)c2=O)c1
16: CC1N(C)c2cc(NC(=O)c3ccco3)ccc2C1(C)C (stereo unspecified)
17: O=C(C1CCN(c2nnc(-n3cccc3)s2)CC1)N1CCOCC1
18: CCc1ccccc1NC(=O)CCC(=O)N1CC(C)Oc2ccc(C)cc21 (stereo unspecified)

screen / no.	13	14	15	16	17	18
Peg3 imprint	nt	-10%	-7%[10.9 µM]	-21%	-24%	-3%[10.9 µM]
p53ts 32C kill	-17%	-18%	1%	?	-9%	6%
p53ts 39C tox	6%	3%	8%	?	-2%	29%
IkB signaling	nt	1.0%	?	?	7.2%	-1.4%

19: Cn1cc(S(=O)(=O)N2CCCCCC2)cc1C(=O)Nc1ccc(Cl)c(C(F)(F)F)c1
20: COc1cc(-c2nnc(SCc3c(F)cccc3Cl)o2)cc(OC)c1OC
21: Cc1cc(NC(=O)c2cccnc2)ccc1NC(=O)c1ccco1
22: O=C(NCCc1ccc(Cl)cc1)c1ccc2c(c1)N(Cc1ccc(F)cc1Cl)C(=O)CS2
23: COc1ccc(-c2nc3cnc(Oc4ccccc4)nc3n(CCC#N)c2=O)cc1
24: Cc1ccc2ccccc2c1COC(=O)c1nonc1N

screen / no.	19	20	21	22	23	24
Peg3 imprint	-4%[10.9 µM]	-21%	-70%[inhibitor]	9%[10.9 µM]	-2%	3%
p53ts 32C kill	-19%	6%	17%	-22%	0%	-1%
p53ts 39C tox	?	0%	-5%	?	3%	-1%
IkB signaling	0.8%	?	0.6%	?	-4.6%[11.4 µM]	-0.3%

25: Cc1nn(-c2ccc(N3CCOCC3)nn2)c(C)c1CCC(=O)NCc1ccc(F)cc1
26: Cn1cccc1C(C(=O)NC1CCCCC1)N(C(=O)Cc1cccs1)c1ccc2c(c1)OCO2 (stereo unspecified)
27: CCCN1CCN(C(=O)Cn2ncc3c4ccccc4n(Cc4cccc(Cl)c4)c3c2=O)CC1
28: Cc1cccc(C(=O)NCC(c2ccc3c(c2)OCO3)N2CCOCC2)c1 (stereo unspecified)
29: CC(=O)/C(=N\N=C(N)N)c1ccccc1
30: Cc1ccc(-n2c3c(cc(C(=O)NCc4ccco4)c2=O)C(=O)CC(C)(C)C3)cc1

screen / no.	25	26	27	28	29	30
Peg3 imprint	-10%[10.9 µM]	-11%	-12%[10.9 µM]	14%[10.9 µM]	-16%[10.9 µM]	-16%
p53ts 32C kill	-5%	-10%	-4%	15%	-9%[9.22 µM]	3%
p53ts 39C tox	8%	-12%	-17%	-18%	-1%[9.22 µM]	8%
IkB signaling	0.5%	0.0%	?	-0.9%	2.4%[11.4 µM]	?

31: CCOC(=O)N1CCN(C(=O)C2COc3ccccc3O2)CC1 (stereo unspecified)
32: CCOc1ccccc1-n1c(SCC(=O)NC)nnc1-c1ccco1
33: Cc1c(C(=O)Nc2ccccc2)sc2nc(-c3cc4ccccc4oc3=O)[nH]c(=O)c12
34: Cc1c(NC(=O)c2ccc(Cl)cc2)cc(C(C)C)c(O)c1S(=O)(=O)c1ccccc1
35: COC(=O)CSc1nnc(CNc2ccc(Cl)cc2)n1Cc1ccccc1
36: Cc1ccc(C(=O)Nc2cnc3ccccn3c2=O)cc1

screen / no.	31	32	33	34	35	36
Peg3 imprint	-9%	2%	-3%[10.9 µM]	-7%[10.9 µM]	nt	-27%[10.9 µM]
p53ts 32C kill	13%	-7%	7%	7%	-8%	?
p53ts 39C tox	13%	-3%	-2%	7%	-5%	-2%
IkB signaling	0.1%	3.9%	-1.3%	0.6%	?	6.0%

37: O=C(NCc1ccc(Cl)cc1)C(=O)Nc1ccc(Br)cc1
38: Cc1ccc2c(c1)N(C(=O)CCC(=O)Nc1ccc(F)cc1F)CC(C)O2 (stereo unspecified)
39: OC(Cc1cccnc1)(c1ccccc1)c1ccccc1
40: COc1ccccc1OC[C@H](O)CO
41: Cc1noc(C)c1S(=O)(=O)N(CC(=O)N1CCCCCC1)c1ccc(C(C)C)cc1
42: c1ccc(C(c2nnnn2C2CCCCC2)N2CCc3ccccc3C2)nc1 (stereo unspecified)

screen / no.	37	38	39	40	41	42
Peg3 imprint	-8%[10.9 µM]	-11%[10.9 µM]	-5%[10.9 µM]	-6%[16.8 µM]	-19%	nt
p53ts 32C kill	5%	0%	-4%[9.22 µM]	4%[20.6 µM]	20%	-13%
p53ts 39C tox	7%	-26%	-3%[9.22 µM]	4%[20.6 µM]	16%	5%
IkB signaling	11%	?	-0.6%[11.4 µM]	1.6%[25.6 µM]	-3.6%	1.3%

43: O=C(Cn1ncc2c3ccccc3n(Cc3ccc(F)cc3)c2c1=O)NCc1ccccn1
44: COc1cccc(NC2CC(=O)N(CCc3ccccc3)C2=O)c1 (stereo unspecified)
45: COc1ccccc1CNC(=O)CSc1cc(=O)n(C)c2ccccc12
46: O=C(c1sccc1-n1cccc1)N1CCCC1
47: O=C(C(F)C(F)(F)F)N1CCN(c2ccccc2)CC1 (stereo unspecified)
48: CC1CCN(C(=O)CSc2ccc(-c3ccc(F)cc3)nn2)CC1

screen / no.	43	44	45	46	47	48
Peg3 imprint	-1%[10.9 µM]	-14%	-11%[10.9 µM]	21%	-2%	-17%
p53ts 32C kill	3%	9%	5%	-3%	5%	-3%
p53ts 39C tox	-25%	1%	36%[activator]	-4%	-5%	-15%
IkB signaling	2.2%	1.3%	?	0.9%	0.3%	1.4%

49: CCSc1ncc(Cl)c(C(=O)Nc2sc3c(c2C(=O)NCCCOC)CCCC3)n1
50: CCOC(=O)Cn1c(=O)oc2cc(S(=O)(=O)Nc3ccccc3F)ccc21
51: CCOC(=O)C1=C(C)NC(C)=C(C(=O)OCC)C1c1ccc(OC)cc1
52: CCOc1ccc(CNC(=O)c2ccc(Sc3ccc(C)cc3)c(N)c2)cc1OC
53: CC(C(=O)NCC1(c2ccccc2)CCCC1)N1CCOCC1 (stereo unspecified)
54: COc1cccc(-c2nc(=S)c3c(n2Cc2ccco2)CCCC3)c1

screen / no.	49	50	51	52	53	54
Peg3 imprint	6%[10.9 µM]	-7%[10.9 µM]	nt	-19%[10.9 µM]	-1%	-25%
p53ts 32C kill	17%	3%	19%	30%[activator]	17%	4%
p53ts 39C tox	12%	-1%	-5%	39%[activator]	-5%	-3%
IkB signaling	-0.9%	?	4.0%	11%	1.0%	9.0%

55: Cc1ccc(-c2nnc(CSc3nc(C)nc4sc(C)c(C)c34)o2)cc1
56: O=S(=O)(c1ccc(Cl)c(C(F)(F)F)c1)N1CCN(CC(O)COCC2CCCO2)CC1 (stereo unspecified)
57: CCNC(=O)COc1ccc2ccccc2c1
58: CCOC(=O)c1cccc(NC(=O)C2CCC(CNc3c(N4CCOCC4)c(=O)c3=O)CC2)c1 (stereo unspecified)
59: CC(=O)C1=C(C)NC(SCC(=O)c2ccc(Cl)cc2Cl)=C(C#N)C1c1ccco1 (stereo unspecified)
60: CCOc1ccc(OCC)c(NC(=O)CN(c2ccc(C)cc2)S(=O)(=O)c2c(C)n[nH]c2C)c1

screen / no.	55	56	57	58	59	60
Peg3 imprint	-5%	-11%	-18%	-12%	-30%	?
p53ts 32C kill	3%	-13%	-15%	3%	17%	10%
p53ts 39C tox	1%	-4%	-1%	5%	44%[activator]	?
IkB signaling	1.4%	1.9%	-0.5%	7.3%	?	4.3%

61: S=c1nc(-c2cccc(Br)c2)[nH][nH]1
62: O=C(O)c1cc(-c2ccc(-c3ccc(-c4cc(C(=O)O)c5cc(Cl)ccc5n4)cc3)cc2)nc2ccc(Cl)cc12
63: Cc1cc(C)n2c(Nc3ccccc3)c(-c3ccccc3)nc2n1
64: Cc1nc2nc(C)c(NS(=O)(=O)c3ccc(F)cc3)c(=O)n2[nH]1
65: CN(Cc1ccccc1)S(=O)(=O)c1ccc(NC(=O)c2cc(=O)c3ccccc3o2)cc1
66: N#C/C(=C\c1ccc(Cl)cc1)c1nc(-c2cc3ccccc3oc2=O)cs1

screen / no.	61	62	63	64	65	66
Peg3 imprint	-5%	5%[10.9 µM]	-11%[10.9 µM]	-4%[10.9 µM]	-7%[10.9 µM]	-10%[10.9 µM]
p53ts 32C kill	0%	0%[9.22 µM]	3%	10%	1%	0%
p53ts 39C tox	1%	8%[9.22 µM]	-1%	-8%	-13%	-1%
IkB signaling	5.6%	1.8%[11.4 µM]	?	-3.3%	?	-2.1%

# 4 records drawn at random from those above, as already listed:
61: S=c1nc(-c2cccc(Br)c2)[nH][nH]1
66: N#C/C(=C\c1ccc(Cl)cc1)c1nc(-c2cc3ccccc3oc2=O)cs1
62: O=C(O)c1cc(-c2ccc(-c3ccc(-c4cc(C(=O)O)c5cc(Cl)ccc5n4)cc3)cc2)nc2ccc(Cl)cc12
65: CN(Cc1ccccc1)S(=O)(=O)c1ccc(NC(=O)c2cc(=O)c3ccccc3o2)cc1

screen / no.	61	66	62	65
Peg3 imprint	-5%	-10%[10.9 µM]	5%[10.9 µM]	-7%[10.9 µM]
p53ts 32C kill	0%	0%	0%[9.22 µM]	1%
p53ts 39C tox	1%	-1%	8%[9.22 µM]	-13%
IkB signaling	5.6%	-2.1%	1.8%[11.4 µM]	?

# From PubChem
